Screening data deposited in PubChem by National Center for Advancing Translational Sciences (NCATS).
HT1080 IDH1KD tx = HT-1080 IDH1 knockdown cell toxicity (counter line) | HT-1080 IDH1 knockdown viability, ATP luminescence, 48 h | AID 686971 | Potency, µM (titrated, usually from 46.1 µM), for the others: at the highest dose activity, negative = toxicity, actives largely listed as cytotoxic | 2% of 360,000 active;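 further: potency means the concentration at half of the fitted maximal effect; 0% = DMSO wells and -100% = cell-free medium wells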
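IDH1KD HT-1080 cells, 750/well, RPMI + 5% FBS; compound pinned after 2 h settling; 48 h, 37 °C; CellTiter-Glo luminescence; % activity normalised to DMSO and no-cell wells; curves fitted, classed by r2 and efficacy.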
ATXN2 expr inh = ATXN2 expression inhibition; HEK-293 ATXN2-luciferase reporter, luminescence, 24 h; Potency, µM (doses to about 57 µM), inactives show top-dose activity change, negative = inhibition, usual class: inhibitors; 0.72% of 360,000 active; AID 1745845; further: potency means the concentration at half of the fitted maximal effect; on the % scale 0 is the no-effect control and ±100 the full control effect; nearly all actives have a fitted effect of over 55% in size
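qHTS (up to 57 uM final) was run with 24 h compound exposure of reporter cells at 37 °C. Each well was multiplexed: SteadyGlo luminescence measured ATXN2-luciferase expression after a fluorogenic Gly-Phe-AFC viability readout (25 uM final).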
HT1080-NT tox = kills 2HG-producing HT-1080-NT fibrosarcoma cells | AID 686970 | 1.6% of 360,000 active | HT-1080-NT fibrosarcoma viability, CellTiter-Glo ATP luminescence, 48 h | Potency, µM (titrated, usually from 46.1 µM), inactives show at the top dose activity, negative = less viability, actives largely listed as cytotoxic;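 further: NT is the 2HG producing partner of a matched IDH1 knockdown line; potency means the concentration at half of the fitted maximal effect; 0% = DMSO-treated cells and -100% = media-only wells without cells; nearly all actives have a fitted effect of over 55% in size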
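Toxicity toward the 2HG-producing NT line was scored as %Activity, normalised to DMSO and no-cell wells, from CellTiter-Glo luminescence after 48 hours' treatment.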
KB-3-1 cytotox = KB-3-1 parental cell cytotoxicity; KB-3-1 viability, CellTiter-Glo ATP luminescence, 72 h; Potency, µM (titrated, usually from 46.1 µM), inactives show at the highest dose activity change, negative = cytotoxic, usual class: cytotoxic; 1.4% of 400,000 active; further: potency means the concentration at half of the fitted maximal effect; on the % scale 0 is the no-effect control and ±100 the full control effect; nearly all actives have a fitted effect of over 60% in size
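Cells are dispensed, compounds pinned in, plates held at 37 °C for 72 h, then CellTiter-Glo is added and luminescence read after 10 minutes. Cell line: parental KB-3-1 in phenol-red-free DMEM, 10% FBS.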
IL1B secr inh = blocks inflammasome-driven IL-1 beta release; activity change, % at 57.5 µM; THP-1 LPS/ATP IL-1B secretion, AlphaLISA, 16 h; hits give low values; 4.7% of 360,000 active; in the data active means activity change below about -50%; inconclusive means mostly about -30% to -49%; further: on the % scale 0 is the no-effect control and ±100 the full control effect
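Secreted IL-1B measured by AlphaLISA bead assay after 16 h compound exposure of THP-1 cells; compounds (final up to 57.5 uM) added 1 h before LPS (250 ng/mL) and ATP (1.25 mM) stimulation; lower signal means less secretion.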
HepG2 tox = counter-screen for TGF-b inhibitors: cytotoxicity in HepG2 cells | HepG2 CAGA-GFP viability, ATP luminescence, 18 h | Potency, µM (titrated, usually from 46.1 µM), inactives show at the highest dose activity change, negative = cytotoxicity, actives largely listed as cytotoxic | 0.76% of 410,000 active | AID 588856; further: potency means the concentration at half of the fitted maximal effect; some results filed as inactive show a strong effect at the top dose
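CellTiter-Glo luminescence gave cytotoxicity after 18 hours at 37 degrees C. The cells were HepG2 CAGA-GFP in 1% FBS DMEM, stimulated with 500 pg/mL TGF-beta after compound addition. %Activity was normalised to no-cell wells (complete cell-killing) and DMSO (no toxicity), and curves were fitted and classified.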
S2 tox = reduces viability in counter-screen for ATXN expression inhibitors. S2 cells (HEK-293 line with an ATXN2-luciferase reporter) viability, CellTiter-Fluor protease fluorescence, 24 h. Potency, µM (titrated, usually from 56.7 µM), hits mostly cytotoxic. 0.49% of 400,000 active. AID 651635; further: potency means the concentration at half of the fitted maximal effect; nearly all actives have a fitted effect of over 40% in size
SW480 rereplic = inducers of DNA re-replication in SW480 colon cancer cells; SW480 DNA re-replication, Hoechst DNA content imaging, 48 h; Potency, µM (highest dose often 46.1 µM), inactives show top-dose re-replication activation, hits mostly activators; 1.8% of 340,000 active; further: potency means the concentration at half of the fitted maximal effect; % of control where 0% means no effect; nearly all actives have a fitted effect of over 55% in size
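Hoechst fluorescence of nuclei (405 nm excitation, 500-530 nm emission) measured by plate-scanning imager after 48 hr compound exposure at 37 C; re-replication scored as increased number of nuclei with elevated intensity.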
MCF10A rerep = induces DNA re-replication in MCF 10a normal breast cells | MCF 10A DNA re-replication, Hoechst nuclear intensity, 48 h | Potency, µM (series often up to 46.1 µM), without a hit: top-dose activity, positive = re-replication, hits mostly activators | 2.9% of 350,000 active | AID 624296; further: potency means the concentration at half of the fitted maximal effect; % of control where 0% means no effect; nearly all actives have a fitted effect of over 50% in size
Active calls of the source: *; i = inactive; ? = inconclusive; · = not tested or not shown; [ ] = remark or other dose. Unless noted, the call rests on the fitted dose curve; in most records, active means well fitted curve in the direction sought with a large enough effect; inconclusive means small, poorly fitted or top-dose-only effect, or another doubt; inactive means no such curve, though single readings can be large; an effect the other way counts as inactive or inconclusive.

SMILES	HT1080 IDH1KD tx	ATXN2 expr inh	HT1080-NT tox	KB-3-1 cytotox	IL1B secr inh	HepG2 tox	S2 tox	SW480 rereplic	MCF10A rerep
COc1ccc(NC(=O)N(C)C[C@H]2Oc3c(NC(=O)C4CCCCC4)cccc3C(=O)N([C@H](C)CO)C[C@@H]2C)cc1	11%	7%	7%	0%	18	-12%	i	1%	15%
O=C1C(=O)N(Cc2ccccc2)C(=O)N1CCOc1ccccc1	?	-14%[11.3 µM]	-24%	3%	30	7%	i	?	13µM*
O=C(CSc1nc2ccccc2nc1N1CCCC1)Nc1ccc(F)cc1	12%	2%	0%	10%	-12	-4%	i	3%	23%
CC(=NNS(=O)(=O)c1ccc(C)cc1)c1ccncc1	5%	·	-1%	-3%	?	-13%	i	·	·
CCOc1ccc(NC(=O)Cn2c(=O)cc(C)c3c(C)nn(C)c32)cc1	·	4%	·	-3%	·	4%	i	·	·
CCn1nc(C)cc1C(=O)OCC(=O)c1ccc(Cl)cc1	-4%	-12%	-4%	-7%	6	-14%	i	-3%	1%
O=C(C[C@@H]1NS(=O)(=O)OC2CCCCC21)c1ccccc1 (some centres not stated)	-3%	9%	-1%	-6%	3	-9%	i	?	1%
CC(C)CC1NC(=O)N(CC(=O)N2CCN(S(=O)(=O)c3ccc(Cl)cc3)CC2)C1=O (configuration not stated)	1%	-4%	-3%	-17%	-5	4%	i	-11%[9.22 µM]	-12%
COc1cc(N2C(=O)c3ccccc3C2=O)c(Cl)cc1C(=O)OCC(=O)N1CCOCC1	-2%	·	2%	8%	1	3%	i	-82%[inhibitor]	3%
COc1ccccc1NC(=O)CSc1nnc(C)n1CC1CCCO1 (configuration not stated)	-4%	1%	0%	22%	43	-32%	i	-2%[9.22 µM]	-1%
CCN(C(C)=O)c1cccc2ccccc12	11%	5%	7%	12%	12	0%	i	-1%	-5%
COc1ccccc1C(=O)C1CCCN(C(=O)c2snnc2C)C1 (configuration not stated)	8%	-12%	0%	?	3	-2%	?	2%	-2%
Cc1ccccc1C(=O)N1CCN(c2ccc(NC(=O)c3cccs3)cc2)CC1	-1%	?	-1%	·	?	7%	i	0%	?
COc1ccccc1N1CCN(C(=O)CSc2nc(C)c(Cc3ccccc3)c(=O)[nH]2)CC1	-17%	-12%	-20%	?	25	-30%	i	-7%	-5%
COc1cc(Cl)c(C)cc1NC(=O)Cn1ncc2c1-c1cc(C)ccc1OC2	·	4%	·	1%	·	-1%	i	·	·
O=C(CN1CCN(Cc2ccccc2)CC1)c1ccccc1	6%	4%	11%	3%	1	-1%	i	1%	2%
C=CCn1c(=NC(=O)c2cccc(N3C(=O)CCC3=O)c2)sc2cccc(OC)c21	-25%	-27%	0%	10%	-99*	-24%	?	1%	?
CN(C)c1ccc(-c2nnn(CC(=O)Nc3ccccc3N3CCOCC3)n2)cc1	0%	-23%	10%	-1%	-77*	-4%	?	5%	0%
CN1CCN(S(=O)(=O)c2ccc(Br)c3ccccc23)CC1	-14%	-15%	-7%	-21%	0	-13%	i	3%	13%
CC1CN(Cc2ccc(C#N)cc2Cl)CC(C)O1 (configuration not stated)	0%	-15%	0%	0%	14	-1%	i	-6%	-7%
O=C(Nc1ccccc1F)C1CCCN(S(=O)(=O)c2cccc3cccnc23)C1 (configuration not stated)	-7%	-14%	5%	0%	-17	-18%	i	1%	10%
N#C/C(=C1\CCCN1)c1nc2ccccc2c(=O)[nH]1	5%	-5%	5%	23%	0	-16%	i	-20%	5%
Cc1ccc(NC(=O)CSc2nc3[nH]c(=O)cc(O)c3s2)c(Br)c1	-5%	·	10%	-4%	25	-14%	·	-22%	0%
COc1cc2c(cc1OC)C(Nn1cnnc1)=NC1(CCCC1)C2	2%	14%	-1%	3%	-12	-9%	i	-4%	-4%
O=C(/C=C/c1cccc([N+](=O)[O-])c1)c1ccc([N+](=O)[O-])o1	5.8µM*	?	5.8µM*	?	-52*	4.5µM*	3.5µM*	?	1.6µM*
O=C(Nc1cccc2cccnc12)c1cccnc1	8%	17%	-5%	-19%	37	4%	i	-1%	-13%
O=S(=O)(Nc1ccc(Cl)cn1)c1ccc2c(c1)OCCO2	-3%	-3%	0%	5%	13	7%	i	-4%	5%
Cc1cc(C(=O)NNC(=O)C2CCCC2)c(C)o1	15%	-6%	5%	0%	-5	4%	i	-9%	13%
O=C(O)CN(Cc1ccco1)S(=O)(=O)c1ccccc1	9%	4%	-7%	0%	9	1%	i	0%	-4%
CC(=O)c1cc(-c2ccccc2)n(CC(=O)Nc2cc(C)cc(C)c2)c1C	-5%	-15%	-5%	-28%	0	-6%	i	-3%	?

Some of the entries so far, with values under each structure.
Screens in order: HT1080 IDH1KD tx	ATXN2 expr inh	HT1080-NT tox	KB-3-1 cytotox	IL1B secr inh	HepG2 tox	S2 tox	SW480 rereplic	MCF10A rerep
> CN1CCN(S(=O)(=O)c2ccc(Br)c3ccccc23)CC1
  -14%	-15%	-7%	-21%	0	-13%	i	3%	13%
> COc1cc2c(cc1OC)C(Nn1cnnc1)=NC1(CCCC1)C2
  2%	14%	-1%	3%	-12	-9%	i	-4%	-4%
> Cc1ccc(NC(=O)CSc2nc3[nH]c(=O)cc(O)c3s2)c(Br)c1
  -5%	·	10%	-4%	25	-14%	·	-22%	0%

(further entries)
SMILES	HT1080 IDH1KD tx	ATXN2 expr inh	HT1080-NT tox	KB-3-1 cytotox	IL1B secr inh	HepG2 tox	S2 tox	SW480 rereplic	MCF10A rerep
N#C/C(=C(/O)COc1ccccc1)c1nnc2n1CCCCC2	20%	7%	11%	12%	20	-9%	i	-10%	1%
C=C(C)Cn1c(SCC(=O)O)nnc1-c1ccc(C(C)(C)C)cc1	5%	0%	-3%	12%	14	9%	i	-1%	-11%
C=CCNC(=O)c1onc(CSc2ccc(C)c(C)c2)c1C(=O)O	?	8%	-7%	0%	7	-21%	i	-3%	19%
N#CCCN(Cc1cccnc1)C(=S)NCc1ccco1	2%	-2%	-10%	8%	-15	-6%	?	-48%[inhibitor]	13%
CCOc1ccc2nc(NC(=O)CSc3cn[nH]n3)sc2c1	-1%	12%	-18%	-9%	?	-1%	i	3%	14%
COCCCNC(=S)N1CCN(Cc2ccc3c(c2)OCO3)CC1	6%	-13%	2%	6%	21	6%	i	-14%	1%
Cc1ccc(C(=O)COC(=O)CCN2C(=O)C3C4CCC(C4)C3C2=O)cc1C (configuration not stated)	1%	-2%	0%	·	9	-12%	i	-6%	?
Cc1ccc(NC(=S)NC(=O)C2CCCC2)c(Br)c1	2%	26%	-15%	-18%	23	-26%	i	-23%	?
CCOc1ccc(C2Sc3ccccc3NC3=C2C(=O)OC3)cc1 (configuration not stated)	?	20%	-21%	0%	0	-6%	i	?	-5%
CC1=CC(=O)C(C(C)=Nc2cccc(Cl)c2)C(=O)O1 (configuration not stated)	1%	4%	3%	8%	9	0%	i	-4%	7%
CCn1c(SCC(=O)N/N=C(\C)c2ccco2)nnc1-c1ccccc1	1%	-6%	2%	-8%	8	-16%	i	-9%	-9%
CCOc1ccc(S(=O)(=O)N2CCCCCC2)cc1	1%	0%	3%	0%	-7	-4%	i	2%	28%
O=C(Cn1ncc2c(=O)oc3ccccc3c21)N1CCc2ccccc2C1	10%	-11%	3%	24%	10	5%	?	-4%	-3%
Nc1cc2ccccc2oc1=O	5%	4%	-1%	3%	0	6%	?	-8%	18%
COC(=O)c1ncn(C2OC(COC(C)=O)C(OC(C)=O)C2OC(C)=O)n1 (configuration not stated)	0%	·	6%	1%	17	3%	i	10%	-1%
CCC(Sc1nnc(-c2ccc(C)c(Cl)c2)n1CC)C(=O)Nc1nccs1 (configuration not stated)	-25%	-22%	-4%	-28%	-2	-42%	i	10%	21%
CC(C)(C)c1cc(NC(=O)CCl)n(-c2ccccc2)n1	?	?	?	?	-93*	9%	?	-93%[inhibitor]	?
Cc1ccccc1NC(=S)NNC(=O)c1cccc(Br)c1	5%	-5%	-16%	14%	-9	1%	·	-4%	14%
Cc1cc(NC(=O)c2ccc(N(C)S(=O)(=O)c3ccccc3)cc2)no1	-2%	-3%	-17%	-9%	0	5%	i	-4%	-3%
CCOC(=O)[C@]12CCC=C1N(Cc1cccc3ccccc13)C(=O)[C@H](CC(=O)NCCCOC)C2	-1%	-1%	11%	5%	22	·	i	·	·
CCCCOCCCNCc1cccn1CCN1CCOCC1	-8%	-16%	-2%	0%	-8	2%	i	0%	2%
CCN(CC)S(=O)(=O)c1ccc(S(=O)(=O)Nc2ccc(C(=O)N3CCCC3)cc2)cc1	7%	-3%	-10%	-27%	12	-9%	i	2%	-3%
CCOC(=O)N/N=C/C=C/c1ccccc1[N+](=O)[O-]	11%	36%	17%	-12%	-5	-3%	i	12%	-2%
CC1=C(c2ccccc2)C=NNCC1=O	7%	39%	29%	6%	20	1%	i	-5%	1%
Cc1cc(=O)oc2c(C)c(OC(C)C(=O)NC(Cc3c[nH]c4ccc(O)cc34)C(=O)O)ccc12 (configuration not stated)	8%	-6%	2%	0%	-1	-2%	i	23%	0%
O=C(O)c1ccc2cccc(Cl)c2c1O	-4%	4%	-10%	-6%	52	-6%	i	-3%	17%
Cc1ccc(/C=N/NC(=S)NC2CCS(=O)(=O)C2)cc1 (configuration not stated)	?	1%	0%	-5%	-3	-5%	i	?	-1%
CCOC(=O)C1CCN(C(=O)C2CCCN2S(=O)(=O)c2ccc(Cl)cc2)CC1 (configuration not stated)	14%	1%	7%	11%	-13	5%	i	-9%	-4%
COc1cc(C(Nc2ccc3c(c2)OCO3)C(=O)NC2CCCCC2)cc(OC)c1OC (configuration not stated)	-12%	-8%	-2%	5%	-26	-9%	i	18%	-2%
